Luc counter – counter-screen: inhibitors of Kinase-Glo firefly luciferase | Kinase-Glo luciferase, ATP luminescence, 8 min | 200,000 compounds, 0.28% hits | Potency, µM (titrated, usually from 38.3 µM), without a hit: at the highest dose activity change, negative = inhibition, usual class: inhibitors; note: potency is the fitted concentration of half-maximal effect; % is set by controls: 0 for no effect and ±100 for the full control effect; nearly all actives have a fitted effect of over 60% in size
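Kinase-Glo luciferase light output from ATP and luciferin was measured with 10 uM ATP, within the enzyme's linear range. Buffer: 50 mM imidazole pH 7.2, 50 mM KCl, 7 mM MgCl2, 0.01% Tween 20, 0.05% BSA; luminescence read after 8 min at ambient temperature.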
Epigenetic derep – epigenetic control regulation, reporter derepression; murine LDR cells, GFP reporter derepression, 30 h; Potency, µM (top dose mostly 53.9 µM), for the others: at the highest dose GFP activation, most hits filed as activators; 280,000 compounds, 0.2% hits; AID 1865; note: potency is the fitted concentration of half-maximal effect; % of control where 0% means no effect; nearly all actives have a fitted effect of over 60% in size
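Murine LDR cells bearing a silenced CMV-driven GFP reporter were exposed to compound for 30 h at 37 C. After PBS washes, GFP-positive cells (20-120 um objects) counted by laser-scanning microplate cytometry.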
L3MBTL1 inh – L3MBTL1 (human) inhibition. Q9Y468. AlphaScreen L3MBTL1–H3K9me1 peptide binding. Potency, µM (series often up to 57.1 µM), for inactives: at the highest dose activity, negative = inhibition, hits mostly inhibitors. 230,000 compounds, 0.66% hits. AID 485360; note: potency is the fitted concentration of half-maximal effect; % is set by controls: 0 for no effect and ±100 for the full control effect; nearly all actives have a fitted effect of over 60% in size
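First, the protein-peptide complex forms for 30 min at room temperature (L3MBTL1 50 nM, biotinylated H3K9me1 peptide 75 nM). Next, compounds are pin-transferred and incubated 30 min. Finally, AlphaScreen beads are added and read after 30 min.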
NPSR antagonist – blocks cAMP signaling of the human neuropeptide S receptor | CHO-NPSR cells, cAMP TR-FRET, antagonist mode | 220,000 compounds, 1% hits | Potency, µM (titrated, usually from 38.3 µM), inactives show at the top dose activity change, negative = inhibition, hits mostly inhibitors; note: potency is the fitted concentration of half-maximal effect; % is set by controls: 0 for no effect and ±100 for the full control effect; nearly all actives have a fitted effect of over 50% in size; many of its hits are not listed in these tables
Target sequence (Q6W5P4 whole entry, looked up): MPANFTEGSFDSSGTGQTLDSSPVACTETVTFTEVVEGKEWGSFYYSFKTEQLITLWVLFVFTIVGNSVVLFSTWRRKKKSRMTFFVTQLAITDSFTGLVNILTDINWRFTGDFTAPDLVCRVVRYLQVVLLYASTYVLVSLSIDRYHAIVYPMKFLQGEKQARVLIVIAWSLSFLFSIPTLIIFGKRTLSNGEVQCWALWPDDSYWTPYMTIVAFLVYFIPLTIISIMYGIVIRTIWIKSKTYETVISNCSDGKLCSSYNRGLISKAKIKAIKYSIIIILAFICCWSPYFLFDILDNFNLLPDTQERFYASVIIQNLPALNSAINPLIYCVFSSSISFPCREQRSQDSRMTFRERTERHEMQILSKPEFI
HTT aggregate – reduces HttQ103-GFP aggregates in PC12 cells. PC12 HttQ103-GFP aggregates, Acumen cytometry, 40 h. Potency, µM (series often up to 46.1 µM), inactives show at the top dose activity change, negative = inhibition, hits mostly inhibitors. AID 1688. 220,000 compounds, 1.1% hits; note: potency is the fitted concentration of half-maximal effect; % is set by controls: 0 for no effect and ±100 for the full control effect; nearly all actives have a fitted effect of over 60% in size
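PC12/HTTQ103-GFP, ecdysone-inducible; teb 100 nM; cpd qHTS titration; GFP aggregates read on laser cytometer, Ex 488/Em 500-530 nm.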
IMPase Li inh – IMPase inhibition in cells with lithium potentiation. CHO-M1 cells, IP1 TR-FRET (IP-One), carbachol + lithium. Potency, µM (series often up to 59.4 µM), inactives show at the highest dose activity, negative = IMPase inhibition, usual class: inhibitors. 210,000 compounds, 0.35% hits. AID 1457;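 note: IP1 builds up when IMPase is blocked and the TR-FRET signal falls; potency is the fitted concentration of half-maximal effect; plate controls were basal vehicle for no effect and high inhibitor control for full effect; nearly all actives have a fitted effect of over 50% in size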
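Readout is a homogeneous TR-FRET IP1 immunoassay (Ex 320, Em 665 and 620), where raised cytosolic IP1 lowers signal. Cells were CHO-M1 treated 30 min at 37C with test compounds plus a little lithium; AC50 values came from Hill-equation fitting.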
CBFb-RUNX1 inh – CBF-beta/RUNX1 interaction disruption. AlphaScreen CBFb-His/RUNX1-biotin binding, biochemical. Potency, µM (highest dose often 59.8 µM), without a hit: at the top dose activity, negative = inhibition, actives largely listed as inhibitors. 230,000 tested, under 10 active. AID 1477; note: % of control where 0% means no effect
Target sequence (Q01196 whole entry, looked up): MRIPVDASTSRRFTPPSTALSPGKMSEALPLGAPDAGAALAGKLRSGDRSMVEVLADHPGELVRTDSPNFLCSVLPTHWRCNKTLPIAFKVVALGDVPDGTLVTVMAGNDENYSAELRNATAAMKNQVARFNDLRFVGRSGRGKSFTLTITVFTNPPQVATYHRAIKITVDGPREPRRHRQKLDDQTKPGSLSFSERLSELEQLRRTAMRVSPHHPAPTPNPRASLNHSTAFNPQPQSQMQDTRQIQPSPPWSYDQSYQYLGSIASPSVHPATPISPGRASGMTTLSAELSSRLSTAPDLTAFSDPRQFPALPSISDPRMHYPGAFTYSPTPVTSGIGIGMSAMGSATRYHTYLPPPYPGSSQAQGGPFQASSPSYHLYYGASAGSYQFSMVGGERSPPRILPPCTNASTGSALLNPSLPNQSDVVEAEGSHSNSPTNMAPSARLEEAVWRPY
Target sequence (Q13951 whole entry, looked up): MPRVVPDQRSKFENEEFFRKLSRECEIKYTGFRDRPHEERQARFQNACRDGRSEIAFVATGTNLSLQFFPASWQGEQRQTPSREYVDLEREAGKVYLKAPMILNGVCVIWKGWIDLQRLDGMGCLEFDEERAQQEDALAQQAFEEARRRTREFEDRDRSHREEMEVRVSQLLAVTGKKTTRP
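AlphaScreen proximity signal reports loss of binding between His-tagged CBF-beta and biotin-labelled RUNX1, each at 30 nM. Proteins are pre-associated for 20 minutes, compounds added for 15 minutes, then beads for 90 minutes, all at ambient temperature.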
Starred values were filed as active, the others as inactive; u = inconclusive; x = no result given; & = joins results of further samples; [ ] = remark or other dose. Calls come from the whole dose curve; as a rule, active = well fitted curve in the direction sought with a large enough effect; inconclusive = small, poorly fitted or top-dose-only effect, or another doubt; inactive = no such curve, though single readings can be large; an effect the other way counts as inactive or inconclusive.

#1 CN1C(=O)CC(C(=O)O)SC1=Nc1ccc(F)cc1 (stereo unspecified)
#2 Cc1cccc(C)c1NC(=O)C1(NC(=O)C2CCCN2C(=O)OC(C)(C)C)CCCCC1 (stereo unspecified)
#3 COc1cc(C(=O)N=c2sc3c(C)ccc(OC)c3n2C)cc(OC)c1OC
#4 CCCNC(=O)c1ccccc1NC(=O)c1ccccc1N(C)S(C)(=O)=O
#5 CCOP(=O)(OCC)C(Nc1ccc(OC)cc1)c1ccco1 (stereo unspecified)
#6 CCS(=O)(=O)N1CCC(C(=O)NCCN2CCN(Cc3ccccc3)CC2)CC1
#7 Cc1oc(-c2ccccc2F)nc1CS(=O)(=O)CC(=O)NCc1ccco1
#8 Nc1ccccc1NC(=O)c1ccccc1N
Screen / compound no.	1	2	3	4	5	6	7	8
Luc counter	2%	-1%	x	10%	3%	-1%	4%	-5%
Epigenetic derep	0.0%	-3.3%	0.0%	0.0%	-0.9%	1.7%	0.0%	-1.0%
L3MBTL1 inh	-9%	21%	x	4%	x	-2%	-9%	5%
NPSR antagonist	-12%[46.1 µM]	-7%[46.1 µM]	-46%	-22%[46.1 µM]	15%	1%[46.1 µM]	-4%[46.1 µM]	4%[46.1 µM]
HTT aggregate	0%	6%	-14%[9.22 µM]	-6%	-12%	2%	-5%	u
IMPase Li inh	-3%	3%[38.3 µM]	x	-2%	-3%	-18%[38.3 µM]	24%[38.3 µM]	-4%[38.3 µM]
CBFb-RUNX1 inh	9%	3%	9%	9%	1%	1%	12%	1%

7 compounds out of the list, arranged by heavy-atom count, low to high.
#8 Nc1ccccc1NC(=O)c1ccccc1N
#1 CN1C(=O)CC(C(=O)O)SC1=Nc1ccc(F)cc1 (stereo unspecified)
#5 CCOP(=O)(OCC)C(Nc1ccc(OC)cc1)c1ccco1 (stereo unspecified)
#4 CCCNC(=O)c1ccccc1NC(=O)c1ccccc1N(C)S(C)(=O)=O
#3 COc1cc(C(=O)N=c2sc3c(C)ccc(OC)c3n2C)cc(OC)c1OC
#6 CCS(=O)(=O)N1CCC(C(=O)NCCN2CCN(Cc3ccccc3)CC2)CC1
#2 Cc1cccc(C)c1NC(=O)C1(NC(=O)C2CCCN2C(=O)OC(C)(C)C)CCCCC1 (stereo unspecified)
Screen / compound no.	8	1	5	4	3	6	2
Luc counter	-5%	2%	3%	10%	x	-1%	-1%
Epigenetic derep	-1.0%	0.0%	-0.9%	0.0%	0.0%	1.7%	-3.3%
L3MBTL1 inh	5%	-9%	x	4%	x	-2%	21%
NPSR antagonist	4%[46.1 µM]	-12%[46.1 µM]	15%	-22%[46.1 µM]	-46%	1%[46.1 µM]	-7%[46.1 µM]
HTT aggregate	u	0%	-12%	-6%	-14%[9.22 µM]	2%	6%
IMPase Li inh	-4%[38.3 µM]	-3%	-3%	-2%	x	-18%[38.3 µM]	3%[38.3 µM]
CBFb-RUNX1 inh	1%	9%	1%	9%	9%	1%	3%

Next section:
#9 NC(=O)c1cc(NC(=O)CCCc2nc3ccccc3s2)cc(C(N)=O)c1
#10 COc1ccc(C2C(C(=O)Nc3ccccc3)=C(C)Nc3nc(CCCO)nn32)cc1 (stereo unspecified)
#11 COc1ccc(N2CCN(C(=O)Cn3cnc4c(cnn4-c4ccccc4)c3=O)CC2)cc1
#12 CC1=CC(=O)c2c(O)ccc(O)c2C1=O
#13 CC(O)C(NS(=O)(=O)c1ccc(Cl)cc1)C(=O)OCC(=O)N1CCN(c2ccccc2)CC1 (stereo unspecified)
#14 CC(=O)N1CCn2c3ccc(C)cc3c3cccc1c32
#15 Fc1ccc(N=c2ssnc2Cl)c(F)c1
#16 COc1ccc(NC(=O)COC(=O)CC23CC4CC(CC(C4)C2)C3)c([N+](=O)[O-])c1
Screen / compound no.	9	10	11	12	13	14	15	16
Luc counter	x	-2%	0%	x	-1%	-2%	3%	0%
Epigenetic derep	5.5%	-0.2%	6.9%	-0.5%	-1.0%	1.2%	-0.5%	-3.0%
L3MBTL1 inh	3%	-1%	16%	0.79µM*	1%	-2%	-4%	u
NPSR antagonist	-9%	-1%[46.1 µM]	-11%	u	17%	-6%[46.1 µM]	-31%	-12%
HTT aggregate	-18%[9.22 µM]	12%	5%	-8%[9.22 µM]	-12%	17%	u	5%
IMPase Li inh	x	-4%[38.3 µM]	1%	24%	6%	-2%	14%	5%
CBFb-RUNX1 inh	1%	1%	6%	x	-4%	9%	-7%	-29%

#17 COc1ccccc1NC(=O)CC1C(=O)Nc2ccccc2N1C(=O)c1ccccc1 (stereo unspecified)
#18 CCOc1ccccc1NC(=O)c1cc(C(=O)Nc2ccccc2OCC)cc(N2C(=O)CCC2=O)c1
#19 O=C(O)CCN(Cc1ccccc1)S(=O)(=O)c1ccc(Cl)cc1F
#20 Cc1ccc(NC(=O)CSc2nc3ccccc3c3nc(CCc4c(C)n[nH]c4C)nn23)cc1F
#21 CCc1c2c(nc3cccc(OC)c13)OC(CC)C2 (stereo unspecified)
#22 Cc1ccc(C(=O)N2CCN(c3cccc(Cl)c3)CC2)cc1C
#23 COc1ccc(Cl)cc1C(=O)Nc1nnn(C)n1
#24 COc1ccc(CN=Nc2cc(C)nc(NS(=O)(=O)c3ccccc3Cl)n2)cc1
Screen / compound no.	17	18	19	20	21	22	23	24
Luc counter	0%	4%	0%	1%	-2%	3%	2%	2%
Epigenetic derep	1.1%	0.6%	-1.3%	1.8%	1.5%	5.9%	0.8%	0.0%
L3MBTL1 inh	x	4%	5%	x	x	x	7%	7%
NPSR antagonist	-9%	-10%	-14%	-14%[46.1 µM]	x	u	-28%[46.1 µM]	-5%
HTT aggregate	-9%	3%[9.22 µM]	1%	11%[1.84 µM]	x	u	0%	21%
IMPase Li inh	8%	7%	-4%	33%[activator][38.3 µM]	-2%	35%[38.3 µM]	-6%[38.3 µM]	-5%
CBFb-RUNX1 inh	4%	2%	-3%	-1%	-1%	6%	7%	3%

#25 O=C(OC(C(=O)NC1CCCCC1)c1ccccc1)c1ccco1 (stereo unspecified)
#26 Cc1ccc(S(=O)(=O)Cn2nnnc2C(C(C)C)N2CCSCC2)cc1 (stereo unspecified)
#27 COc1ccc2nc(SCC(=O)N3CCN(c4ccc(F)cc4)CC3)c(C#N)cc2c1
#28 COc1ccc(NC(=O)CSc2nc3c(c(=O)n2-c2ccc(C)cc2)SCC3)c(OC)c1
#29 Cc1cccc(-n2ccnc2SCC(=O)O)c1C
#30 COC(=O)c1c(NC(C)=O)sc2c1CCCCC2
#31 O=C(NC(=S)Nc1ccccc1N1CCOCC1)c1sc2ccccc2c1Cl
#32 COc1cc(/C=C2\SC(=O)N(CC(=O)Nc3cccc(C)c3)C2=O)cc([N+](=O)[O-])c1O
Screen / compound no.	25	26	27	28	29	30	31	32
Luc counter	-4%	-1%	8%	1%	-2%	-3%	-2%	-4%
Epigenetic derep	u	-0.7%	-1.2%	3.0%	-0.2%	-1.3%	0.0%	1.1%
L3MBTL1 inh	-5%	-1%	0%	-4%	7%	-2%	-2%	x
NPSR antagonist	-6%[46.1 µM]	-15%[46.1 µM]	-25%[46.1 µM]	-15%	12%	15%	5%	-51%
HTT aggregate	-4%	-14%	6%	8%	-11%	0%	6%	-26%
IMPase Li inh	9%	-19%[38.3 µM]	9%	-19%	6%	-1%	-4%	9%
CBFb-RUNX1 inh	4%	3%	9%	-1%	4%	-2%	7%	-21%

#33 CCOC(=O)C(C)On1c(-c2ccc(Cl)cc2)nc2ccc([N+](=O)[O-])cc21 (stereo unspecified)
#34 COc1ccc(-c2cn3cc(C(F)(F)F)cc(Cl)c3n2)cc1
#35 CNC(=S)N/N=C/c1cc(Br)cc(Br)c1O
#36 O=S(=O)(Cc1ccccc1)NCC1CCCN(Cc2ccc(F)c(F)c2)C1 (stereo unspecified)
#37 O=C(Nc1ccccc1C(=O)N1CCOCC1)C1CCC(=O)N1C1CCCC1 (stereo unspecified)
#38 O=C(NC1=NCCS1)c1ccc(Cl)c(S(=O)(=O)N2CCOCC2)c1
#39 COc1ccccc1N(CN1CCCC1=O)C(=O)c1ccccc1F
#40 CCOc1ccc(C(=O)NC(=S)Nc2ccccc2N2CCCCC2)cc1[N+](=O)[O-]
Screen / compound no.	33	34	35	36	37	38	39	40
Luc counter	-1%	-3%	4%	-2%	-1%	5%	0%	-1%
Epigenetic derep	-1.4%	3.5%	1.1%	1.4%	-1.0%	1.5%	-1.0%	-1.1%
L3MBTL1 inh	x	18%	2µM*	2%	5%	-16%	0%	-12%
NPSR antagonist	u	-25%	17%	-1%	-3%[46.1 µM]	5%	0%[46.1 µM]	-26%
HTT aggregate	-7%	7%	0%	11%[9.22 µM]	-13%	2%	15%	-6%
IMPase Li inh	38%[activator][38.3 µM]	-6%	2%	12%	11%[38.3 µM]	9%	4%[38.3 µM]	2%
CBFb-RUNX1 inh	-19%	24%	1%	-3%	18%	12%	1%	7%

#41 Cc1[nH]c(=O)c(C#N)cc1-c1ccncc1
#42 CC(=O)N1c2ccccc2NC2=C(C(=O)CCC2)C1c1cccnc1 (stereo unspecified)
#43 CC(Cc1ccccc1)C(=O)N(C)Cc1ccccc1 (stereo unspecified)
#44 C[C@H](NC(=O)NCc1ccc(F)cc1)C(=O)O
#45 Cc1cc(C)nc(NC(=O)c2ccc(Cl)c([N+](=O)[O-])c2)n1
#46 CCc1nnc(NS(=O)(=O)c2ccc(N/C=C\C(=O)c3cccc4ccccc34)cc2)s1
#47 CC(=O)Nc1ccc(Cl)cc1C(=O)O
Screen / compound no.	41	42	43	44	45	46	47
Luc counter	-2%	-2%	1%&-1%	1%	x	3%	-1%
Epigenetic derep	-0.1%	0.8%	-3.1%&3.5%	-7.3%	-1.4%	1.0%	0.0%
L3MBTL1 inh	14%	2%	8%	11%	-6%	-6%	-5%
NPSR antagonist	8%[46.1 µM]	4%[46.1 µM]	10%	7%	8%[7.67 µM]	-45%	-8%[46.1 µM]
HTT aggregate	13%&12%	-16%	-9%	2%	13%[9.22 µM]	18%	-3%
IMPase Li inh	-4%&-2%&9%&2%	-16%[38.3 µM]	12%&-2%	-4%	x	19%	18%[38.3 µM]
CBFb-RUNX1 inh	-11%	-4%	1%[2.36 µM]	11%	8%	u	7%

Bioassay records from PubChem BioAssay.

This is a subset (hit frequency here may not be typical).
